# Bioassay records (PubChem BioAssay)
# ERK AVP block = vasopressin-driven ERK pathway inhibition. HEK293-V1b, vasopressin-stimulated pERK AlphaScreen. Potency, µM (titrated, usually from 57.5 µM), inactives show at the highest dose activity, negative = inhibition, actives largely listed as inhibitors. 72,000 compounds, 0.99% hits. AID 995; note: potency is the fitted concentration of half-maximal effect; % is set by controls: 0 for no effect and ±100 for the full control effect; nearly all actives have a fitted effect of over 55% in size
#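 V1b-HEK293 cells; cpd 30 min 37C; 25 nM vasopressin 5 min; lyse 10 min; AlphaScreen beads 5 hr RT. Normalized to DMSO basal and 25 nM vasopressin; AC50 by Hill fit.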
# Rhodamine autofl = rhodamine region autofluorescence; Rhodamine-region fluorescence, 547/598 nm, Tris buffer; active compounds read high; max dye-equivalent concentration, M; 59,000 compounds, 0.05% hits; AID 594; in the data active = max dye-equivalent concentration above about 11 nM; inconclusive = between about 1.1 nM and that limit
#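 Steps: pin-transfer compounds into pH 8.0 Tris (100 mM), hold 15 min at room temperature, image with a 547/598 nm filter pair, and convert intensities to rhodamine-equivalent concentration using a six-point on-plate rhodamine series.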
# Fluorescein autfl = compound autofluorescence in fluorescein spectral region; Compound autofluorescence, 480/540 nm, fluorescein-equivalent; active compounds read high; max fluorescein-equivalent concentration, M; 59,000 compounds, 0.91% hits; in the data active = max fluorescein-equivalent concentration above about 10 nM; inconclusive = between about 1.1 nM and that limit
#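 Compounds were pin-transferred into 100 mM Tris buffer, pH 8.0, and incubated 15 min at room temperature. Fluorescence was read at 480 nm excitation/540 nm emission. Signals were normalized to an on-plate six-point fluorescein standard curve as dye-equivalent concentration.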
# Caspase-1 inhib = blocks human caspase-1 allosterically or competitively | P29466 | Caspase-1 enzyme, Ac-WEHD-AFC fluorogenic rate | Potency, µM (top dose mostly 57.5 µM), for inactives: at the top dose activity change, negative = inhibition, actives largely listed as inhibitors | 75,000 compounds, 0.03% hits | AID 900;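 note: potency is the fitted concentration of half-maximal effect; plate controls were vehicle for no effect and no substrate for full effect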
# Target sequence (P29466 120-297 limits assumed): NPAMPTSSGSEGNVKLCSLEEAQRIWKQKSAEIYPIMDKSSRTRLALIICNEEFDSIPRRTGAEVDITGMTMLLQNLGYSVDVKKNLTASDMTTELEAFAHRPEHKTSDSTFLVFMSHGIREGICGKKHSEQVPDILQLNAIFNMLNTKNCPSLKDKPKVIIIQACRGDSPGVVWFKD
# Target sequence (P29466 317-404 limits assumed): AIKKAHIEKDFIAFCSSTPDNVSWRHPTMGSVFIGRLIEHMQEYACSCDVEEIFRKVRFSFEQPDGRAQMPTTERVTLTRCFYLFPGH
# HEK293 cAMP ctrl = parental HEK293 cAMP activation (counter-screen); Potency, µM (top dose mostly 57.1 µM), for the others: at the highest dose activation, actives largely listed as activators; 73,000 compounds, 2.5% hits; parental HEK293 CNG cAMP sensor, membrane potential fluorescence; note: potency is the fitted concentration of half-maximal effect; % of control where 0% means no effect; nearly all actives have a fitted effect of over 55% in size
#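 Counterscreen for endogenous-receptor signalling: CNG-channel HEK 293 cells report cAMP rise by membrane depolarization. After 60 min dye equilibration with 100 uM RO 20-1724, compounds incubated 30 min before bottom-read fluorescence at 590 nm.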
# TexasRed autofl = compounds fluorescent in Texas Red spectral region. max dye-equivalent concentration, M. 59,000 compounds, 0.06% hits. Compound fluorescence, Texas Red channel, 547/618 nm; active compounds read high; in the data active = max dye-equivalent concentration above about 10 nM; inconclusive = between about 1.1 nM and that limit
#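 Texas Red-region profiling: compounds in 100 mM Tris pH 8.0 were read at 547/618 nm after 15 min at room temperature. Intensities were normalized against a six-point Texas Red standard series to give dye-equivalent concentration.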
# USP2a inh = blocks human ubiquitin-specific protease USP2a | O75604 | USP2a enzymatic assay, qHTS inhibition | Potency, µM (titrated, usually from 38.3 µM), for the others: at the highest dose activity change, negative = inhibition, usual class: inhibitors | 60,000 compounds, 0.1% hits;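 note: potency is the fitted concentration of half-maximal effect; nearly all actives have a fitted effect of over 60% in size; plate controls were DMSO for no effect and NEM full inhibition control for full effect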
#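 USP2 core (20 nM final) was preincubated with compound for 30 min at RT in 20 mM Tris-HCl pH 8.0, 2 mM CaCl2, 2 mM beta-mercaptoethanol; Ub-PLA2 (20 nM) plus NBD C6-HPC (20 uM) then added, fluorescence read after 2.5 h.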
# HADH2 inhib = blocks human hydroxyacyl-CoA dehydrogenase type II | 73,000 compounds, 3.4% hits | Q99714 | Potency, µM (top dose mostly 57.1 µM), without a hit: at the highest dose activity change, negative = inhibition, usual class: inhibitors | recombinant HADH2, NADH fluorescence, beta-hydroxybutyryl-CoA | AID 886; note: potency is the fitted concentration of half-maximal effect; % is set by controls: 0 for no effect and ±100 for the full control effect; nearly all actives have a fitted effect of over 60% in size; many of its hits are not listed in these tables
#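 Buffer 100 mM Tris-HCl pH 9.0/0.01% Tween-20; HADH2 20 nM; NAD+ 1 mM; beta-hydroxybutyryl-CoA 90 uM (all final). 15 min cpd preincubation, RT.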
# Luciferase inh = blocks Photinus pyralis firefly luciferase activity | Potency, µM (series often up to 57.1 µM), for the others: at the top dose activity change, negative = inhibition, usual class: inhibitors | purified firefly luciferase, luminescence, 8 min | P08659 | 72,000 compounds, 2.2% hits; note: potency is the fitted concentration of half-maximal effect; % is set by controls: 0 for no effect and ±100 for the full control effect; nearly all actives have a fitted effect of over 40% in size
# Target sequence (P08659 whole entry, looked up): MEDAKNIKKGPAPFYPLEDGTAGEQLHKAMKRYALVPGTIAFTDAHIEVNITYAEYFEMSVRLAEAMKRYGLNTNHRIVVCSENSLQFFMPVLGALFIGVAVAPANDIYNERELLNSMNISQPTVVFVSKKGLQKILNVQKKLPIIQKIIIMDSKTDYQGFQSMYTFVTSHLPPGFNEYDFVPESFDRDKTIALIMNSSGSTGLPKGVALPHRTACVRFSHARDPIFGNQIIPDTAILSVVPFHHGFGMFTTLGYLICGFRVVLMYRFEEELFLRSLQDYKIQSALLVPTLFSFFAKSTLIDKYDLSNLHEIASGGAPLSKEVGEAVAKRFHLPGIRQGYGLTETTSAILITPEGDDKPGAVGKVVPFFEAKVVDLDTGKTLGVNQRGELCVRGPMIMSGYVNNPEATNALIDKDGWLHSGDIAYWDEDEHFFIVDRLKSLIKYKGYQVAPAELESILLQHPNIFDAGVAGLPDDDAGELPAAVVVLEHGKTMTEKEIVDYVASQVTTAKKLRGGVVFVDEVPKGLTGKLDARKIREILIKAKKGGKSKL
#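 Here, luciferase activity is measured as luminescence following an 8 min room-temperature reaction at 10 uM ATP, pH 7.2. Every library sample is titrated.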
# Caspase-7 inhib = blocks human caspase-7 allosterically or competitively. P55210. recombinant caspase-7, Ac-DEVD-AFC fluorescence rate. Potency, µM (doses to about 57.5 µM), for inactives: at the highest dose activity change, negative = inhibition, actives largely listed as inhibitors. 75,000 compounds, 0.02% hits. AID 889; active = well fitted inhibition curve with a large enough effect in the main read-out, with a control signal flat, not every such curve was filed as active; inconclusive = small, poorly fitted or top-dose-only effect, or a change in a side signal; note: potency is the fitted concentration of half-maximal effect; % of control where 0% means no effect
# Tau fil binding = binders of human tau filaments; P10636; recombinant tau filaments, thioflavin S fluorescence, 15 h; filaments grown with octadecylsulfate alongside compound; Potency, µM (highest dose often 57.1 µM), inactives show top-dose activity change, negative = inhibition; 71,000 compounds, 2% hits; AID 596;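 note: potency is the fitted concentration of half-maximal effect; % is set by controls: 0 for no effect and ±100 for the full control effect; actives lower thioflavin S fluorescence by blocking filaments or displacing dye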
#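 Recombinant tau protein (human, 1 uM final) plus 30 uM ODS in HEPES pH 7.4 with NaCl, DTT and thioflavine S. Compound present from the start; fluorescence at 510 nm after 15 h, 37 C.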
# Active calls of the source: *; i = inactive; ? = inconclusive; . = no result given; [ ] = dose if it differs, or a comment. Unless noted, calls come from the whole dose curve; as a rule, active = well fitted curve in the direction sought with a large enough effect; inconclusive = small, poorly fitted or top-dose-only effect, or another doubt; inactive = no such curve, though single readings can be large; an effect the other way counts as inactive or inconclusive. Only part of the results is shown (hit frequency here may not be typical).
SMILES,ERK AVP block,Rhodamine autofl,Fluorescein autfl,Caspase-1 inhib,HEK293 cAMP ctrl,TexasRed autofl,USP2a inh,HADH2 inhib,Luciferase inh,Caspase-7 inhib,Tau fil binding
Cc1ccc(CNC(=O)[C@H](C)[C@@H]2C[C@@]2(C)[C@@H](NC(=O)OCc2ccccc2)c2ccccc2)o1,4.1%,.,.,-3.8%,?,.,.,-3.2%,.,-5.5%,17.2%
COc1ccc2[nH]c3nc(SC(C)C)nnc3c2c1,-27.9%,i,i,-1.4%,8.9%,i,.,16.6%,1.58µM*,-2.3%,-18.9%
CCCc1nc(SCC(=O)NCc2ccc3c(c2)OCO3)c2c(=O)n(C)c(=O)n(C)c2n1,.,.,.,-2.7%,1.1%,.,.,-4.6%,4.5%,1.4%,-2.3%
Cc1cccc(NC(=O)c2cc3ccccc3c(=O)o2)n1,6.1%,i,i,-0.1%,20.4%,i,9.0%,8.3%,-10.7%,0.0%,-13.9%
CCc1ccccc1S(=O)(=O)Cc1ccc(C(=O)N2CCN(c3ccccc3OC)CC2)o1,?,.,.,-3.8%,2.9%,.,.,-7.6%,2.6%,-4.0%,48.3%
CC(=O)Nc1ccc(NC(=O)CSc2nccn2Cc2ccccc2)cc1,-23.4%,.,.,0.3%,0.5%[11.4 µM],.,3.9%[7.66 µM],13.2%[11.4 µM],-1.2%,0.9%,7.5%[11.4 µM]
Cc1oc(-c2ccc(Cl)cc2)nc1CN1CCC(C(=O)N2CCc3ccccc3C2)CC1,-12.2%,.,.,-1.7%,4.9%,.,.,6.2%,-1.7%,-2.2%,56.7%
Cc1ccc(C2CC(c3ccccc3Cl)n3nc(N)nc3N2)cc1 (configuration not stated),-29.1%,.,.,-2.6%,24.5%,.,.,-5.9%,1.2%,-1.2%,-29.6%
COc1ccccc1NC(=O)Nc1ccnn1Cc1cccs1,-1.4%,i,i,-0.7%,9.5%,?,-4.3%,-3.2%,0.1%,5.6%,-2.7%
CCn1cc(C(=O)N2CCN(Cc3ccc4c(c3)OCO4)CC2)c2cc(OC)c(OC)cc2c1=O,-28.5%,i,?,0.9%,-1.2%,i,1.3%,-4.1%,0.4%,-2.1%,4.1%
CSc1ccccc1NC(=O)c1cccs1,?,i,i,-2.6%,12.9%,i,-2.9%,-15.2%,2.5%,0.1%,6.1%
COc1ncnc2c1N[C@@](C)(O)c1c(F)c(F)c(F)c(F)c1S2,-7.0%,i,i,-7.6%,-0.6%,i,2.5%,-3.3%,0.5%,-5.0%,-5.6%
N#Cc1c2c(c(N3CCN(c4ccccn4)CC3)n3c1nc1ccccc13)CCC2,?,.,.,-12.7%,1.5%,.,2.4%,0.8%,0.3%,-12.9%,5.6%
O=C(O)c1ccc(OC(F)(F)C(F)C(F)(F)F)cc1 (configuration not stated),29.8%,i,i,3.7%,7.2%,i,0.3%,.,3.8%,-0.3%,-3.2%
Cc1cc2cc(CN(C(=O)C3CC3)C3CCCC3)c3nnnn3c2cc1C,4.6%,i,?,-0.4%,?,i,79.6%[activator],35.9%[activator],-1.9%,-0.1%,0.7%
O=C(NCc1ccccn1)[C@@H]1C[C@H]1[C@@H](NP(=O)(c1ccccc1)c1ccccc1)c1ccccc1,5.4%,.,.,-2.7%,6.0%,.,.,-4.8%,.,-1.1%,-18.6%
CCCS(=O)(=O)N1CCN(C(=O)COc2ccc(-c3ccccc3)cc2)CC1,-2.7%,.,.,-3.7%,4.9%,.,28.7%,-1.9%,-1.2%,-2.7%,8.9%
CC(=O)OCN(C#N)c1nc(N(C)C)nc(N(C)C)n1,-6.5%,i,i,1.3%,6.1%,i,-1.8%,25.3%,0.5%,2.1%,6.2%
Cc1ccccc1OCC(=O)Nc1ccccc1CO,27.5%,.,.,-3.4%,2.6%,.,8.7%,6.9%,-8.3%,-2.6%,-7.3%
COc1cc(C(C#N)N2CCCCC2)ccc1O (configuration not stated),6.6%,.,.,-1.8%,2.2%,.,-6.2%,-18.2%,-0.9%,0.7%,-16.9%
CC1(C)c2ssc(=S)c2-c2ccccc2N1C(=O)c1ccco1,12.7%,i,i,-3.6%,4.9%,i,21.3%,-5.9%,3.2%,-1.3%,3.16µM*
O=C(Cc1ccccc1)Nc1ccc(NC(=O)c2ccco2)nc1,-22.7%,i,i,0.0%,1.7%,i,1.8%,-12.1%,-11.3%,-0.8%,-2.7%
CCn1c(=O)c(-[n+]2ccccc2)c(O)c2ccccc21,-1.9%,i,i,-1.3%,6.7%,?,-4.3%,-27.3%,1.8%,-1.1%,-0.6%
CCCc1cc(=O)[nH]c(SCC(=O)N(CC(C)C)C2CCS(=O)(=O)C2)n1 (configuration not stated),2.4%,i,?,0.1%,9.0%,i,6.2%,5.0%,-1.5%,-0.5%,3.6%
CC(=O)Nc1sc2c(c1C#N)CC(C)(C)NC2(C)C,-14.7%,i,i,0.7%,4.2%,i,-7.2%,-2.5%,2.4%,-3.4%,2.7%
CCc1ccc2[nH]c(=O)c(CN(CCN3CCOCC3)C(=O)Nc3ccccc3F)cc2c1,?,i,i,-2.7%,17.0%,i,24.4%,18.9%,0.5%,-0.6%,16.2%
CCc1nc(Nc2ccncc2)c2oc3ccccc3c2n1,-11.9%,i,i,-1.1%,21.4%,?,-1.9%,?,0.0%,-0.3%,20.7%
COC(=O)c1ccc(C(/C=C/[C@@H](C)C(=O)N(C)C)NC(=O)OCc2ccccc2)cc1 (some centres not stated),-6.4%,.,.,0.8%,10.8%,.,.,17.7%,.,0.1%,4.5%
O=C(NCCCNCc1ccccc1)c1ccncc1,20.9%,i,i,0.8%,2.4%,i,.,5.1%,0.6%,1.4%,-12.3%
Cn1cccc1Cc1nnc(SCC(=O)N2CCCCCC2)n1-c1ccc(F)cc1,-0.9%,.,.,-0.5%,4.7%,.,.,-5.8%,-1.3%,-1.1%,-10.3%
Cc1cccc(N(C)c2cc(C)nc3nc(C)nn23)c1,-6.8%,.,.,-0.7%,5.7%,.,.,-6.5%,5.0%,-1.4%,9.6%
COc1ccc2c(c1)c1ccccc1n2C,-12.0%,i,i,0.8%,-2.7%,i,-16.6%,?,-1.7%,0.0%,-10.6%
Nc1nnc(SCc2cccnc2)s1,-6.5%,i,i,0.6%,5.3%,i,1.3%,-4.3%,0.3%,-4.0%,-7.9%
COc1ccccc1CNc1ccnc(-c2cccc(C#N)c2)n1,31.6µM*,i,?,-9.0%,26.4%,i,?,6.3%,3.8%[2.29 µM],-8.2%,13.0%
CCN(CC)CCNC(=O)CS(=O)Cc1nc(-c2ccc(Cl)cc2)oc1C (configuration not stated),23.5%,i,i,-2.1%,3.2%,i,-10.4%,13.8%,3.4%,1.5%,-1.4%
CCNC(=O)NC(=O)COC(=O)CCCSc1nc2ccccc2[nH]1,-32.7%,i,?,3.9%,-7.0%,i,-4.5%,0.5%,-14.8%,-0.6%,-8.7%
N#C/C(=C\c1ccc(O)c(O)c1)C(=O)c1ccc(O)c(O)c1,?,i,?,4.8%,-6.5%,i,-14.2%,1.58µM*,-5.0%,3.0%,3.1%
Cc1ccc2nc(SCC(=O)Nc3cc(C)on3)[nH]c2c1,-1.1%,i,?,-0.7%,-23.2%,i,2.6%,6.6%,-2.6%,-0.4%,13.9%
O=c1c(-c2ccccc2)nc2cncnc2n1Cc1ccccc1,?,i,?,-5.3%,-26.1%,i,60.6%[activator],-5.9%,-0.1%[11.4 µM],-17.0%,20µM*
CN(CCOc1ccc(Cl)cc1)c1ccc(S(=O)(=O)N2CCCCC2)cn1,-6.5%,i,?,-0.1%,?,i,-3.6%,-16.7%,-1.6%,-5.4%,1.1%
COc1ccc(CNc2nc(-c3ccc4c(c3)OCO4)nc3ccccc23)c(OC)c1,-9.5%,i,i,2.8%,-3.1%,i,-22.3%,-16.7%,2.1%[2.29 µM],-5.4%,259.8%

# Complete entries from above.
# Listed for CCN(CC)CCNC(=O)CS(=O)Cc1nc(-c2ccc(Cl)cc2)oc1C (configuration not stated) = ERK AVP block: 23.5%; Rhodamine autofl: i; Fluorescein autfl: i; Caspase-1 inhib: -2.1%; HEK293 cAMP ctrl: 3.2%; TexasRed autofl: i; USP2a inh: -10.4%; HADH2 inhib: 13.8%; Luciferase inh: 3.4%; Caspase-7 inhib: 1.5%; Tau fil binding: -1.4%
# Listed for N#C/C(=C\c1ccc(O)c(O)c1)C(=O)c1ccc(O)c(O)c1 = ERK AVP block: ?; Rhodamine autofl: i; Fluorescein autfl: ?; Caspase-1 inhib: 4.8%; HEK293 cAMP ctrl: -6.5%; TexasRed autofl: i; USP2a inh: -14.2%; HADH2 inhib: 1.58µM*; Luciferase inh: -5.0%; Caspase-7 inhib: 3.0%; Tau fil binding: 3.1%
